Bioassay records deposited in PubChem BioAssay by Broad Institute.
PGC1a acetyl inh: PGC1a acetylation modulation, inhibitor mode | U2OS PGC1a acetylation, AlphaScreen anti-acetyl-lysine; with virally co-expressed GCN5 acetyltransferase | inhibition, % at 15.6 µM | 350,000 tested, 0.17% active | AID 651687;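 active means every replicate shows inhibition of at least 40%; inconclusive means mean inhibition at least 40% but some replicate below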;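 further: 0% = neutral control wells and 100% = positive control wells; some results beyond the cut were filed as inactive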
GSIS activator: primary screen for activators of insulin secretion dependent on glucose, INS-1E cells, GLuc reporter luminescence; INS-1E GLuc reporter insulin secretion, 2-3 h; activation, % at 16.6 µM; 370,000 tested, 0.61% active; AID 743287;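 active means lowest replicate activation of at least 40%, so every replicate reaches that level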;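 further: 0% = median of neutral control wells and 100% = median of IBMX positive control wells; some compounds called inactive have numbers as strong as hits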
ARNT TACC3 PPI: ARNT/TACC3 interaction disruption; Q9Y6A5; AlphaScreen His-ARNT PAS-B/GST-TACC3 binding, luminescence; TACC3 fragment carries E629A point mutation; inhibition, % at 9.99 µM; 390,000 tested, 0.66% active;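 active means mean inhibition of replicates at least 50% and at least half of replicates each reaching 50%; inconclusive means half or more replicates reach 50% but mean below 50%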;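 further: 0% = complete ARNT plus TACC3 wells and 100% = ARNT alone without TACC3; many hits fall short of the cut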
PglD DTNB: PglD (C. jejuni) enzyme inhibition; purified PglD enzyme, DTNB colorimetric CoA detection; inhibition, % at 12.5 µM; 360,000 tested, 0.098% active; in the data active means inhibition above about 16%, passing the limit was not always enough; inconclusive means no clear call, values can overlap the other calls; further: strong numbers were not always called active
Statin myotox sup: suppressors of simvastatin-induced myotoxicity in C2C12 myotubes. ATP luminescence, 48 h; scaled: DMSO 0, geranylgeraniol control 100. rescue of ATP level, % at 7.49 µM. 330,000 tested, 0.78% active;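 active means mean ATP rescue above about 67%, or every replicate alone reaching that limit, limit read from the data, passing the limit was not always enough; inconclusive means no clear call, values can overlap the other calls; inactive means mean under the limit and some replicate under it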;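 further: myotubes were challenged with 10 µM simvastatin during compound exposure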
Cneo AK release: causes C. neoformans cell lysis; adenylate kinase release luminescence, 4 h; normalised: neutral wells 0, clomiphene wells 100; lysis activity, % at 15 µM; 360,000 tested, 0.2% active; AID 651654;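 active means mean lysis activity across replicates of at least 80%, whatever share of replicates individually reach that level; inactive means mean lysis activity below 80%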
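Signal: Adenylate kinase release luminescence | Assay system: Log-phase Cryptococcus neoformans yeast cells | Input: Cells at 5 × 10^6 per mL | Buffer or medium: Fresh YPD growth medium | Compound: Single dose | Schedule: Static 4 h at 37 °C with compound, 1 h detection | Controls: Clomiphene | Read-out: Luminescence rise reflecting yeast cell lysis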
LGR2 antag: blocks bursicon-induced cAMP signaling via Drosophila LGR2. HEK293 LGR2, CRE-luciferase, bursicon-stimulated, 4 h. inhibition, % at 9.99 µM. 380,000 tested, 0.35% active. AID 720647;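 active means drop in luminescence signal, shown as inhibition above about 50% in the replicate tests, limit read from the data, passing the limit was not always enough; inconclusive means probably only some replicates passing the limit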;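 further: agonist challenge used bursicon conditioned medium at about half maximal strength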
PAX8 reporter: lowers PAX8-driven luciferase in RMG-I cells; RMG-I TPO-luciferase reporter, SteadyGlo, 24 h; inhibition, % at 12.6 µM; 360,000 tested, 1.2% active; AID 652154;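 active means mean replicate inhibition at least 60% with every replicate also reaching 60%; inconclusive means only one of the two criteria is met; inactive means mean below 60% and not all replicates reaching 60%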;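 further: luciferase light reporting Pax8 driven TPO promoter activity; plate controls were median of neutral control wells for no effect and mitoxantrone controls for full effect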
An asterisk follows results filed as active; ? = inconclusive; . = not tested or not shown; & = joins results of further samples.

mol,PGC1a acetyl inh,GSIS activator,ARNT TACC3 PPI,PglD DTNB,Statin myotox sup,Cneo AK release,LGR2 antag,PAX8 reporter
O=C(C[C@@H]1C[C@@H]2c3cc(NC(=O)NC4CCCC4)ccc3O[C@@H]2[C@H](CO)O1)NCc1cccc(F)c1,-3.0,-5.5,-4.3,1.8,7.2,-3.2,-1.8,1.6
NC(c1ccccc1)c1csc(NC(=O)NCCc2ccccc2)n1 (stereo not drawn),-1.5,-2.2,.,0.1,-14.1,-0.6,10.4,2.4
Cn1ncc2c(Nc3ccc(Br)cc3)nc(Nc3ccc(Br)cc3)nc21,.,525.0,6.1,0.7,-30.2,-0.7,6.7,9.4
COc1ccccc1Nc1nc(=O)[nH]nc1C,-12.2,12.9,7.4,-2.4,-0.8,1.6,-3.4,.
CC(=O)c1ccc(NC(=O)C(C)n2c3ccccc3c3nc(=O)cc(C)n32)cc1 (stereo not drawn),2.7,1.1,6.5,.,7.0,.,12.0,6.1
Nc1nonc1-n1nnc(C(=O)N/N=C/c2cc(Cl)ccc2O)c1CN1CCCCCC1,9.4,-1.9,.,-5.9,7.2,-0.2,7.0,50.6
CCN(CC)c1cc(-c2ccccc2)ncn1,.,24.2,24.3,1.3,.,2.0,-21.7,-16.1
Cc1ccc(S(=O)(=O)N2CCOCC2)cc1NC(=O)CNc1ccccc1N1CCCC1=O,1.5,17.0,3.6,7.6,-12.8,1.1,6.7,-7.9
Cc1cc(N)n2nc(C)c(-c3ccccc3)c2n1,-7.6,.,5.5,10.2,-23.0,-0.9,.,-21.4
COc1ccc(NC(=O)Nc2ccc3c(c2)C(=O)N([C@H](C)CO)C[C@@H](C)[C@@H](CN(C)S(=O)(=O)c2ccc(Cl)cc2)OCCCC[C@H](C)O3)cc1,2.0,33.5,-4.4,-1.3,.,96.3*,-6.9,-8.4

mol,PGC1a acetyl inh,GSIS activator,ARNT TACC3 PPI,PglD DTNB,Statin myotox sup,Cneo AK release,LGR2 antag,PAX8 reporter
O=C(C1CCCO1)N1CCN(c2ccc(F)cc2)CC1 (stereo not drawn),.,.,-4.0,2.6,.,-0.6,.,3.3
Cn1c(SCC(=O)N/N=C/c2cc([N+](=O)[O-])ccc2O)nnc1-c1ccccc1,3.9,8.3,4.1,.,5.8,.,6.7,-4.7
O=c1cc(-c2ccccc2)oc2ccc(Br)cc12,-12.3,6.6,5.1,2.1,7.3,-6.5,6.3,-194.1
CCNC(=O)C[C@@H]1CC[C@@H](NC(=O)C2CCOCC2)[C@@H](CO)O1,-0.1,20.9,-1.6,2.4,5.4,1.0,6.0,-3.7
NC(=O)c1ccc(NC(=O)CSc2nnc(C3CC3)n2C2CC2)cc1,-2.8,.,-9.4,0.8,-10.6,1.1,.,14.7
C[C@H](CO)N1C[C@H](C)[C@@H](CN(C)C(=O)NC2CCCCC2)Oc2ccc(NC(=O)Nc3ccc4c(c3)OCO4)cc2C1=O,8.0,2.7,-10.0,-0.5,-1.2,0.0,-8.4,.
CCCN1[C@@H]2Cn3c(ccc(-c4ccccc4F)c3=O)[C@H]1[C@@H](C(=O)NCCOC)[C@@H]2CO,.,7.0,6.9,-0.8,-0.9,3.8,-5.5,.
CSc1ncnc2c1ncn2CCCN1CCN(Cc2c(C)cc(C)cc2C)CC1,-5.4,-21.3,.,1.7,6.0,0.4,-6.9,4.3
COc1ccc(C(CNC(=O)c2ccc(C)c(S(=O)(=O)N3CCCCC3)c2)N(C)C)cc1OC (stereo not drawn),.,14.3,0.3,.,-8.6,.,-8.2,7.1
CC(C)NCCOCCOc1ccccc1F,11.3,.,-3.3,3.5,10.4,-0.1,.,.

mol,PGC1a acetyl inh,GSIS activator,ARNT TACC3 PPI,PglD DTNB,Statin myotox sup,Cneo AK release,LGR2 antag,PAX8 reporter
Cc1cccc(NC(=O)Cc2nc(-c3c[nH]c(C(=O)N4CCCC4)c3)cs2)c1,.,-2.8,-0.9,.,.,.,3.8,29.0
CC(=O)N1[C@@H]2c3ccc(/C=C/c4ccccc4)c(=O)n3C[C@H]1[C@H](CO)[C@H]2C(=O)NCC1CC1,.,1.4,-4.4,1.3,27.8,0.6,1.4,4.3
O=C(N[C@@H]1CC[C@H](CCNS(=O)(=O)Cc2ccccc2)O[C@@H]1CO)c1ccc2c(c1)OCO2,-13.7,5.0,6.9,1.0,19.9,-0.9,11.8,-4.2
CCCOc1ccc(S(=O)(=O)NCCN2CCOCC2)c2ccccc12,-6.5,.,-1.5,22.5*,0.1,1.0,.,.
C[C@@H]1CN([C@@H](C)CO)C(=O)CCCn2nncc2CO[C@@H]1CN(C)C(=O)Nc1cccc(Oc2ccccn2)c1,-0.9&6.6&5.9,3.4&4.6,-0.2&-0.3,1.4&-3.0&2.1,0.5&10.5&5.1,-0.6&-2.2&-14.7,-6.6&-4.2,-18.4&-2.8
O=C(O)c1ccccc1C(=O)Nc1ccc(S(=O)(=O)Nc2ccc(F)cc2)cc1,0.8,-5.7,-1.6,0.7,1.8,3.8,14.5,1.0
NC(=O)CSc1nnc(-c2ccc(S(=O)(=O)N3CCCC3)cc2)n1CC1CCCO1 (stereo not drawn),11.9,.,-14.7,-0.5,4.8,0.9,.,.
O=c1[nH]n(-c2cccc(Cl)c2)c2ncccc12,-0.9,.,-5.7,-3.4,3.0,-4.7,.,-5.6
COc1ccc(Oc2ccc(NC(=O)c3ccccc3C)cc2)cc1,.,1.8,-2.5,.,.,.,-6.1,6.7
COCC(=O)N1CCC(Oc2ccc(C(=O)NCCc3ncccc3C)cc2)CC1,-9.3,0.5,-1.5,-2.3,1.3,-0.7,-8.8,-13.2

mol,PGC1a acetyl inh,GSIS activator,ARNT TACC3 PPI,PglD DTNB,Statin myotox sup,Cneo AK release,LGR2 antag,PAX8 reporter
O=C(Cc1ccc(-n2cccc2)cc1)NCc1ccccc1Cl,.,-22.7,-1.2,.,-7.1,.,-0.2,-1.5
COc1ccc(CN(C)C[C@@H]2Oc3ccc(NC(=O)CCN4CCOCC4)cc3CC(=O)N([C@@H](C)CO)C[C@@H]2C)cc1,9.5,3.0,-8.2,10.7,10.5,-6.4,-12.1,-22.8
CCCNC(=O)c1c(CSc2ccc(Cl)cc2)noc1C(=O)NCc1ccccc1,-0.1,-3.1,4.4,-0.1,-0.1,0.2,-9.5,-9.3
Cc1cc(C)cc(C(=O)NC(=S)Nc2cccnc2)c1,-10.4,14.7,10.0,-2.6,-3.9,2.4,-8.8,-35.8
CCC(C(=O)NCc1ccc(F)cc1)N(Cc1ccco1)C(=O)c1snc(C(N)=O)c1N (stereo not drawn),4.2,.,-19.7,-2.3,7.6,6.6,.,.
Cc1ccc(C)c2c1CCC(=Cc1ccccc1[N+](=O)[O-])C2=O,.,15.5,.,-3.2,.,-2.9,-2.8,12.9
C/C=C/c1ccc([C@@H]2[C@@H](CN(C)C(=O)CC)N(C(=O)NC(C)C)[C@H]2CO)cc1,2.1,2.0,-7.0,0.8,0.3,0.6,-10.8,-6.6
Cc1c(C=O)c2ccccn2c1C(=O)c1ccccc1,-3.9,.,1.4,-2.2,11.4,-11.4,.,.
O=C(OCC(=O)N1CCOCC1)c1cnc(Cl)c(Cl)c1,.,8.6,0.0,-3.4,4.1,-0.1,-15.4,4.0
OCCNc1nc2ccccc2n1-c1ncnc2sc3c(c12)CCC3,-9.0,.,6.6,7.5,20.1,-1.1,.,.

mol,PGC1a acetyl inh,GSIS activator,ARNT TACC3 PPI,PglD DTNB,Statin myotox sup,Cneo AK release,LGR2 antag,PAX8 reporter
O=C(NNc1ccccc1)C(=O)N1CCCCC1,.,14.5,-6.0,.,.,.,-0.8,19.1
Cc1ccccc1Nc1nc(N)nc(CN(C)c2ccccc2)n1,-12.9,.,40.4,-8.1,14.0,-3.2,.,.
O=C(NCC(F)(F)F)[C@@H]1[C@@H](CO)[C@@H]2Cn3c(cccc3=O)[C@@H]2N1C(=O)C1CCCC1,.,2.8,1.3,3.9,-11.8,1.7,4.3,.
N#C[C@H]1[C@H](c2ccc(C#CC3CC3)cc2)[C@@H](CO)N1S(=O)(=O)c1ccccc1,2.7,4.7,-6.6,0.2,3.4,12.8,4.9,2.7
COc1ccc(C(CNC(=O)C2CC(=O)N(Cc3ccccc3)C2)N2CCOCC2)cc1 (stereo not drawn),-0.8,-12.6,9.4,-8.7,9.0,1.7,-0.9,-9.6
CCOc1ccc(S(=O)(=O)N(C)c2ccc(OCC(=O)Nc3nccs3)cc2)cc1,-21.0,-16.3,4.5,.,.,.,-6.2,9.1
CCCn1nnc(NC(=O)/C=C/c2cc(Br)ccc2OC)n1,-7.8,13.2,-0.7,3.2,-1.9,-3.5,16.0,17.5
COc1ccc(NC(=O)c2cc(-c3ccc(F)cc3OC)n[nH]2)c(OC)c1,1.3,.,.,-3.7,10.5,-2.3,15.3,-0.4
CC(C)Cc1nc(Nc2ccc(S(=O)(=O)N3CCCC3)cc2)c2nnn(Cc3ccccc3)c2n1,.,-21.3,-4.9,.,.,.,21.5,13.9
O=c1[nH]nc(-c2ccc(F)cc2)cc1Cc1ccc(F)cc1,9.1,8.9,-2.1,-0.8,20.8,1.4,-0.4,-7.1

mol,PGC1a acetyl inh,GSIS activator,ARNT TACC3 PPI,PglD DTNB,Statin myotox sup,Cneo AK release,LGR2 antag,PAX8 reporter
Cc1ccc(S(=O)(=O)N2CCCCC2)cc1NC(=O)Cc1cccs1,0.7,11.7,0.9,0.9,5.7,-0.5,-11.8,-2.9
C=CCn1c(C)nnc1SCC(=O)NC1CC1,?,-5.5,-4.2,-1.0,-5.3,0.4,10.0,16.3
CCOC(=O)Cn1c(C)[n+](C)c2cc(Cl)c(Cl)cc21,-2.3,6.9,1.5,.,.,.,24.5,0.5
CNc1nc2ccccc2n1/N=C/c1cccc(OC)c1OC,-11.7,42.5,-19.9,.,8.6,-7.7,-1.8,.
Cc1ccc(S(=O)(=O)Nc2cccc3c2O[C@@H](CN(C)CC2CC2)[C@H](C)CN([C@H](C)CO)C3=O)cc1,.,-2.5,-9.3,2.7,-14.3,16.2,12.9,-7.8
Fc1ccccc1CSc1nnc2ccc(-c3ccncc3)nn12,20.6,.,8.5,-3.5,1.1,2.7,-1.8,-42.7
CC12CCC(=O)N1C(C(=O)Nc1ccccc1F)CS2 (stereo not drawn),.,1.5,-6.6,0.4,3.7,0.1,-8.7,-4.0
CC(C)(C)OC(=O)[C@H](Cc1ccccc1)NC(=O)c1[nH]cnc1C(=O)Nc1ccc(Cl)cc1,-13.1,-7.0,7.0,6.2,1.0,-0.7,7.5,5.3
C[C@H](CO)N1C[C@H](C)[C@H](CN(C)C(=O)Nc2cccc3ccccc23)Oc2ccc(NC(=O)Nc3cccc4ccccc34)cc2CC1=O,6.5,25.7,-0.6,4.7,15.2,-2.2,2.3,-0.9

Record cards, from the list above:
Entry for Cc1ccc(S(=O)(=O)Nc2cccc3c2O[C@@H](CN(C)CC2CC2)[C@H](C)CN([C@H](C)CO)C3=O)cc1 → PGC1a acetyl inh = .; GSIS activator = -2.5; ARNT TACC3 PPI = -9.3; PglD DTNB = 2.7; Statin myotox sup = -14.3; Cneo AK release = 16.2; LGR2 antag = 12.9; PAX8 reporter = -7.8
Entry for CC12CCC(=O)N1C(C(=O)Nc1ccccc1F)CS2 (stereo not drawn) → PGC1a acetyl inh = .; GSIS activator = 1.5; ARNT TACC3 PPI = -6.6; PglD DTNB = 0.4; Statin myotox sup = 3.7; Cneo AK release = 0.1; LGR2 antag = -8.7; PAX8 reporter = -4.0

Compounds were not picked by outcome. About 2.9% of those tested had a hit in this group.
